Assay outcomes as filed in PubChem.
NALP1 yeast inh = blocks the NALP1 inflammasome reconstituted in yeast; S. cerevisiae NALP1/ASC/caspase-1 growth, X-gal OD620, 72 h; inhibition, % at 10 µM; 280,000 compounds, 0.61% hits; AID 2071; in the data active means inhibition mostly above about 24%, no sharp cut-off; inactive means mostly below about 32%; further: some compounds called inactive have numbers as strong as hits
V1R ag counter = activates human V1a receptor in oxytocin agonist counter-screen; AID 2797; P37288; activation, % at 3 µM; CHO-V1R cells, Fluo-8 calcium fluorescence, agonist mode; 0% DMSO, 100% 3 nM vasopressin; 320,000 compounds, 0.25% hits;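 active means activation above the mean activation of all tested compounds plus 3 SD, per screening run, cut at about 20% in these data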;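 further: signal is peak over basal fluorescence ratio across a 100 second FLIPR read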
Target sequence (P37288 whole entry, looked up): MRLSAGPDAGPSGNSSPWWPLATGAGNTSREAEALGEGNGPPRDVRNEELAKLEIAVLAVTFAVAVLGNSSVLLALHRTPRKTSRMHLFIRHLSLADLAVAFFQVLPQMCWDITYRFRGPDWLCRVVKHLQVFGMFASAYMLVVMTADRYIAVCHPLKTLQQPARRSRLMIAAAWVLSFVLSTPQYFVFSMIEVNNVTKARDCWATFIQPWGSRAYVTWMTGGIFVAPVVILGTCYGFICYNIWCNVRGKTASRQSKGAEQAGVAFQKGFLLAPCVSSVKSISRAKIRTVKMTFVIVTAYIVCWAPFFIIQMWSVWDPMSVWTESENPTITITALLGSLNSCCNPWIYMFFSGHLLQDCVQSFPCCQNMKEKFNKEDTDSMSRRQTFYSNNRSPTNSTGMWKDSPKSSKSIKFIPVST
MEKK2wt PB1 HTS = raises or lowers MEK5 binding to wildtype human MEKK2 PB1 domain. Q9Y2U5. bead flow cytometry, Alexa488-MEK5 binding to MEKK2 WT; actives lie on both sides. binding response (% of control), % at 10 µM. 290,000 compounds, 1.1% hits; in the data active means binding response below about 67% or above about 130%
GPR7 antagonist = human neuropeptides B/W receptor 1 antagonism; 290,000 compounds, 1.1% hits; inhibition, % at 4.4 µM; P48145; AID 1861; GPR7-expressing cells, fluorescence antagonist assay; in the data active means inhibition above about 16%, passing the limit was not always enough;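 further: cells stimulated with the agonist NPW; 0% = agonist with vehicle and 100% = vehicle without agonist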
MEKK2mut PB1 HTS = signal of MEK5 binding to mutant human MEKK2 PB1 domain; 290,000 compounds, 0.35% hits; bead flow cytometry, Alexa488-MEK5 binding to MEKK2 mutant; AID 1530; percent response, % at 10 µM; in the data active means percent response above about 24%, passing the limit was not always enough; further: inactives centre near 1; some results filed as inactive read as strong as hits
GalR3 antag = human GalR3 antagonism. HEK293 GalR3-CNG cAMP membrane potential fluorescence; galR3 body fused to GalR1 C-terminus. inhibition, % at 3 µM. 360,000 compounds, 0.44% hits. AID 651719;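 active means inhibition above the screen-wide average plus 3 SD, cut at about 13% in these data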;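 further: forskolin and galanin both at EC90 stimulate the cells; cAMP rise reported by CNG channel membrane potential dye signal; 0% = forskolin plus galanin with DMSO and 100% = forskolin alone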
Target sequence (O60755 1-299 limits assumed): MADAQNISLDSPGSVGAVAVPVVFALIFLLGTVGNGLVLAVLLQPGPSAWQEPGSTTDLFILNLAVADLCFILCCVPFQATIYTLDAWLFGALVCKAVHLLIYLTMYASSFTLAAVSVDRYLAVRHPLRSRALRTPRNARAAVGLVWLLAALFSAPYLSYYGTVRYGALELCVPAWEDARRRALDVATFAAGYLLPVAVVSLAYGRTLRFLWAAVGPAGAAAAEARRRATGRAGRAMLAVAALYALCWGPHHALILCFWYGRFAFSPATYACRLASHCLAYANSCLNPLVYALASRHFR
OXTR agonist = activates the human oxytocin receptor. CHO-OTR cells, Fluo-8 calcium fluorescence; normalized: DMSO 0%, oxytocin 100%. activation, % at 3 µM. 320,000 compounds, 0.32% hits. AID 2435;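 active means activation above the mean of all tested compounds plus 3 SD, cutoff set per screening run, cut at about 20% in these data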;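 further: peak over basal fluorescence ratio from a 100 s FLIPR kinetic read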
Target sequence (P30559 whole entry, looked up): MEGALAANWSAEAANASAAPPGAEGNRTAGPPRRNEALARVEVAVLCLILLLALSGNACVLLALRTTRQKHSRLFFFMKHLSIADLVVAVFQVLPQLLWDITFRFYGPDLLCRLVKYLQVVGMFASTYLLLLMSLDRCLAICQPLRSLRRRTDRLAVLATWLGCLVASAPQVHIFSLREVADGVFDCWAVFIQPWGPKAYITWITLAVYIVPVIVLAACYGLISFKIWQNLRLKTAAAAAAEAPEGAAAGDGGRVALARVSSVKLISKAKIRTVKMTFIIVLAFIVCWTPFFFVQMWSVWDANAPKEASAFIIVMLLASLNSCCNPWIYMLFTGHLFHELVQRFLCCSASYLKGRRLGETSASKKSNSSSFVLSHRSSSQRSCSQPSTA
PfM18AAP inh = PfM18AAP enzyme inhibition; recombinant PfM18AAP, H-Glu-NHMec fluorogenic cleavage; inhibition, % at 7.35 µM; 290,000 compounds, 1.2% hits; AID 1822;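 active means inhibition above the campaign mean inhibition over all tested compounds plus 3 SD, cut at about 28% in these data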;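 further: 0% = plate median of test compound wells and 100% = 2 mM ZnCl2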
OXTR potentiate = potentiators of human oxytocin receptor | CHO-OTR cells, Fluo-8 calcium fluorescence, potentiator mode; 0% = oxytocin EC15, 100% = EC100 | activation, % at 3 µM | 320,000 compounds, 0.061% hits;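 active means activation above that plate's cutoff, the mean activation of tested compounds plus 3 SD, cut at about 6.6% in these data, passing the limit was not always enough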;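 further: 100% uses oxytocin at 75 nM as the full agonist control; some results filed as inactive read as strong as hits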
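assay system = CHO-OTR cells, human receptor | schedule = compound 6 min at room temperature before oxytocin, 100 s read | detection = Fluo-8 intracellular calcium fluorescence, ex 470-495, em 515-575 nm | evaluation = normalized max/min fluorescence ratio, % activation | control set = EC15 oxytocin alone as 0%, 75 nM oxytocin (EC100) as 100%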
An asterisk follows results filed as active; . = no result given. Outcome played no part in choosing rows; any-hit rate near 4.1%.

compound	NALP1 yeast inh	V1R ag counter	MEKK2wt PB1 HTS	GPR7 antagonist	MEKK2mut PB1 HTS	GalR3 antag	OXTR agonist	PfM18AAP inh	OXTR potentiate
COC(=O)c1c(C)noc1-c1ccc(Cl)cc1	.	-0.4	100.0	-9.6	-1.0	-3.2	-0.5	-8.2	4.4
O=C(COC(=O)C12CC3CC(CC(C3)C1)C2)Nc1nccs1	-3.9	-0.8	87.0	-7.1	-13.0	-6.2	-0.3	-17.1	-6.1
C=CCSc1nnc(-c2cc(Br)ccc2N)c(=O)[nH]1	1.9	-0.9	103.0	2.5	6.0	-9.0	0.0	1.1	-3.0
O=C(NCCCN1CCOCC1)c1ccc(CS(=O)(=O)c2cccc(C(F)(F)F)c2)o1	-4.4	1.1	102.0	-10.8	-6.0	-4.3	0.8	1.1	-2.0
O=C(NCc1ccco1)c1cccc2ccccc12	3.6	-0.8	101.0	-2.5	-2.0	1.4	-1.4	6.2	-1.4
Cc1ccc(C)c(NC(=O)CCN2CCN(c3ccccc3F)CC2)c1	5.8	3.4	104.0	-9.4	6.0	-10.0	0.1	0.1	-12.7
COc1ccccc1C(=O)NN1C(=O)/C(=C/c2cccn2C)SC1=S	28.0	.	87.0	-6.4	-10.0	.	.	-9.4	.
CC(C)(C)OC(=O)N1CCC(C(=O)N[C@@H](Cc2ccccc2)C(=O)O)(c2ccccc2)CC1	29.7	0.6	97.0	-7.1	-4.0	1.1	-0.2	6.3	-9.3
CCn1nc(C)c(C2C(C#N)=C(N)OC3=C2C(=O)CC(C)(C)C3)c1C (configuration not stated)	23.4	0.7	100.0	9.6	-2.0	-11.6	-0.4	3.7	-2.5
CCOC(=O)C1=NNC(C(=O)c2ccccc2)C1c1ccc(OC)cc1 (configuration not stated)	.	-1.1	86.0	-5.6	-7.0	-1.4	-2.6	3.5	-7.3
CCOC(=O)c1cc(C(=O)c2cc(F)ccc2O)coc1=N	8.4	0.1	.	2.2	.	-1.2	-0.5	1.1	-2.4
COc1ccc(/C=N/Nc2ccccc2C(=O)O)cc1Cn1cc([N+](=O)[O-])cn1	31.8	0.0	99.0	-13.5	4.0	0.6	0.3	-0.7	-0.9
O=C(Nc1ccc(OCC(=O)N2CCC(Cc3ccccc3)CC2)cc1)c1ccco1	26.9	0.7	74.0	10.2	-6.0	-6.5	-1.7	19.5	-2.0
O=C(Cn1ccc([N+](=O)[O-])n1)NCC1CCCO1 (configuration not stated)	-7.3	.	100.0	-3.1	3.0	-3.3	.	-3.8	.
COc1cc(OC)c(NC(=O)N2CCOCC2)cc1Cl	9.4	.	103.0	-14.5	2.0	-8.1	.	0.8	.
CCC(C)[C@H](NC(=O)N1CCn2c1nc1ccccc12)C(=O)NCc1ccc(OC)cc1 (some centres not stated)	-5.6	2.2	93.0	-4.3	1.0	-1.6	2.4	9.5	-14.1
CCCCNC(=O)/C(C#N)=c1\s/c(=C\c2ccccc2OC(F)F)c(=O)n1CCCOC	17.7	0.8	97.0	-3.6	13.0	-0.5	1.2	1.6	-6.3
O=C(CSc1ccccc1)NCC1(N2CCCCC2)CCCCC1	.	-0.2	.	.	.	-0.3	-0.1	.	-0.5
O=C1c2ccccc2C(=O)N1CCOCCN1C(=O)c2ccccc2C1=O	0.3	0.1	101.0	11.2	3.0	-3.5	-0.1	-3.6	-2.2
Cc1cc(C)nc(CCNC(=O)CC2C(=O)NCCN2Cc2ccccc2)n1 (configuration not stated)	8.5	1.1	101.0	-7.7	3.0	-6.1	1.1	1.4	-0.2
N#Cc1ccsc1NC(=O)c1ccccn1	5.1	0.3	96.0	-7.0	-1.0	-5.0	-0.1	5.1	3.1
Cc1cc(N2CCCCC2)c(F)cc1[N+](=O)[O-]	.	0.6	101.0	-2.2	1.0	-6.6	-0.2	-8.8	-6.3
CCCCNC(=O)CCn1nc(-c2ccccc2)c2ccccc2c1=O	1.1	-1.6	91.0	-0.2	-4.0	.	-2.5	-0.8	2.7
COCCNS(=O)(=O)c1ccc(OCC(=O)OC)c(Cl)c1	-5.8	0.7	97.0	8.5	-2.0	-2.2	1.0	-4.2	0.2
CN(C)S(=O)(=O)c1ccc(C(=O)OCC(=O)NCc2ccccc2)cc1	-9.3	0.2	100.0	-3.5	-3.0	3.7	-1.0	-4.9	-21.1
Cn1nccc1C(=O)N/N=C/c1cccnc1	3.9	0.6	93.0	-5.5	-6.0	5.3	-0.1	-4.2	-1.9
COC(=O)c1nc2n(n1)C(c1cccc(Cl)c1)C1=C(CC(C)(C)CC1=O)N2 (configuration not stated)	-12.6	0.9	112.0	-7.5	2.0	0.4	0.1	2.2	-3.3
O=C(Nc1ccc2[nH]c(=O)[nH]c2c1)Nc1ccc(F)cc1F	7.7	-0.1	107.0	-14.3	6.0	5.8	-1.0	-1.7	-0.2
COc1ccc(OCc2cc(C(=O)N3CCCN(C(C)=O)CC3)no2)c(Cl)c1	25.2	0.1	98.0	-0.4	-1.0	-7.2	1.2	-5.0	-15.7
CCOc1ccc(OCCC(=O)OCC(=O)Nc2ccc(Cl)cn2)cc1	.	0.7	.	.	.	-4.6	-1.4	.	-9.1

Structural class, the compounds so far containing an NH in an aromatic ring
compound	NALP1 yeast inh	V1R ag counter	MEKK2wt PB1 HTS	GPR7 antagonist	MEKK2mut PB1 HTS	GalR3 antag	OXTR agonist	PfM18AAP inh	OXTR potentiate
C=CCSc1nnc(-c2cc(Br)ccc2N)c(=O)[nH]1	1.9	-0.9	103.0	2.5	6.0	-9.0	0.0	1.1	-3.0
O=C(Nc1ccc2[nH]c(=O)[nH]c2c1)Nc1ccc(F)cc1F	7.7	-0.1	107.0	-14.3	6.0	5.8	-1.0	-1.7	-0.2

More entries.
compound	NALP1 yeast inh	V1R ag counter	MEKK2wt PB1 HTS	GPR7 antagonist	MEKK2mut PB1 HTS	GalR3 antag	OXTR agonist	PfM18AAP inh	OXTR potentiate
C/C=N\NC(=O)COc1cc(C)ccc1C	-0.1	1.5	102.0	-6.0	-4.0	-5.3	0.0	3.1	-6.1
CC(OC(=O)C1CCCCC1)C(=O)Nc1ccc(S(N)(=O)=O)cc1 (configuration not stated)	.	-0.1	.	.	.	-7.0	0.8	.	-1.6
Cc1nnc2n(C3CCCCC3)c(=O)c3c4c(sc3n12)COC(C)(C)C4	-5.7	0.0	99.0	9.5	-3.0	1.5	-2.6	0.2	-2.9
O=S(=O)(Nc1ncccn1)c1ccc(-n2cnnn2)cc1	19.9	0.3	89.0	1.9	-8.0	-0.3	1.9	0.9	0.7
COc1ccccc1NC(=O)C1=C(C)NC2=C(C(=O)CCC2)C1c1ccc2c(c1)OCO2 (configuration not stated)	11.3	-0.7	84.0	-3.5	-9.0	-0.4	0.1	-1.9	-3.5
Cc1cccc(C(=O)N2CCc3cc(-c4nc(NC(=O)Cn5nnc6ccccc6c5=O)sc4C)ccc32)c1	-2.1	-0.2	100.0	-5.8	11.0	.	-0.2	2.8	0.1
CCOc1ccsc1C(=O)O	7.4	0.8	99.0	-3.1	3.0	-3.0	-0.2	3.0	4.7
CCSc1nc(O)cc(=O)n1-c1ccc(OC)cc1	-16.1	1.2	103.0	-11.4	4.0	-6.3	0.4	1.1	-3.3
COc1cc(S(=O)(=O)N2CCCCC2)ccc1NC(C)=O	-19.0	-0.6	98.0	-8.2	-3.0	-5.3	0.1	0.4	-5.1
Cc1cccc(OC(=O)Cn2c(C(F)(F)F)nc3ccccc32)c1	8.6	-0.4	.	2.3	.	0.8	-0.7	3.6	-15.1
CCN1CCN(CCNC(=O)c2ccc3c(c2)N(Cc2ccc(F)cc2)C(=O)c2ccccc2S3=O)CC1 (configuration not stated)	31.6	1.0	113.0	3.2	5.0	-0.3	0.7	-1.4	-7.6
COc1ccc(C(=O)NCCS(=O)(=O)N2CCOCC2)cc1	.	-0.4	.	.	.	-1.8	-0.8	.	-6.2
COc1cc(F)c(C2=CC(=O)CC(C)(C)C2)cc1F	.	-1.3	.	.	.	-3.4	-1.8	.	4.1
Cc1nn(Cc2c(F)cccc2Cl)c(=O)c2ccccc12	-4.3	-0.7	99.0	-9.6	7.0	-9.9	-2.2	-5.1	-3.7
COc1ccc(CCN=C(N)NS(=O)(=O)c2cc(F)ccc2OC)cc1	4.4	0.9	101.0	0.6	6.0	-1.6	-1.1	-3.9	-8.2

Compounds from the list above that contain a nitro group on carbon (3):
compound	NALP1 yeast inh	V1R ag counter	MEKK2wt PB1 HTS	GPR7 antagonist	MEKK2mut PB1 HTS	GalR3 antag	OXTR agonist	PfM18AAP inh	OXTR potentiate
COc1ccc(/C=N/Nc2ccccc2C(=O)O)cc1Cn1cc([N+](=O)[O-])cn1	31.8	0.0	99.0	-13.5	4.0	0.6	0.3	-0.7	-0.9
O=C(Cn1ccc([N+](=O)[O-])n1)NCC1CCCO1 (configuration not stated)	-7.3	.	100.0	-3.1	3.0	-3.3	.	-3.8	.
Cc1cc(N2CCCCC2)c(F)cc1[N+](=O)[O-]	.	0.6	101.0	-2.2	1.0	-6.6	-0.2	-8.8	-6.3

Additional compounds follow:
compound	NALP1 yeast inh	V1R ag counter	MEKK2wt PB1 HTS	GPR7 antagonist	MEKK2mut PB1 HTS	GalR3 antag	OXTR agonist	PfM18AAP inh	OXTR potentiate
C/C(CC(=O)Nc1cc(C)ccn1)=N\NC(=O)c1cccc(C)c1O	7.8	4.1	103.0	-8.4	-1.0	2.6	4.3	7.9	-11.1
O=C(CSc1ccc2nnc(-c3ccncc3)n2n1)Nc1nccs1	-0.2	.	86.0	-11.5	-3.0	-0.9	.	-2.0	.
COc1ccc2cc(C(=O)N3CCCC(Nc4ccc(F)cc4)C3)n(C)c2c1 (configuration not stated)	34.9*	6.0	110.0	3.4	10.0	0.5	2.4	-6.5	-4.6
CCOC(=O)N1CCN(C(=O)CN(c2ccccc2OC)S(=O)(=O)c2ccc(OC)cc2)CC1	-6.7	-0.7	94.0	-6.8	-4.0	-6.3	0.6	2.9	0.3
CCOC(=O)c1c(NC(=O)C2CCCCC2C(=O)O)sc2c1CCCCC2 (configuration not stated)	16.4	0.0	100.0	-19.4	3.0	-3.6	0.2	9.4	-3.1
COc1cccc(CNC(=O)CCCn2c(=S)[nH]c3cc4c(cc3c2=O)OCO4)c1	8.2	-1.1	100.0	8.1	8.0	-5.6	-1.6	3.9	-5.3
O=S1(=O)CCOCCCN1Cc1cccc(C(F)(F)F)c1	25.0	0.4	90.0	-15.7	-6.0	-2.7	0.1	0.2	0.4
Cc1ccccc1NC(=O)Cn1c([N+](=O)[O-])cnc1C	13.4	2.8	134.0	-6.1	14.0	-1.9	-0.7	-8.8	-1.6
CCN(Cc1ccccc1)C(=O)c1cc2c(=O)oc3ccc(C)cc3c2s1	42.3*	0.1	91.0	-13.2	-2.0	2.3	-0.4	-1.9	-4.8
COc1ccc(OC2C(=O)N(Cc3ccc(F)cc3)C2c2ccc(OC)c(OC)c2)cc1 (configuration not stated)	-14.7	-0.4	97.0	-6.3	-1.0	-1.4	-1.2	-4.3	-8.2
Cc1ccc(CNC(=O)CN(C)S(=O)(=O)c2ccc3c(c2)n(C)c(=O)c(=O)n3C)cc1	16.6	0.8	100.0	-6.1	0.0	.	0.1	-6.1	-10.6
C=CCOc1ccc(/C=C/C(=O)OCC(=O)N2CCC(c3ccccc3)=N2)cc1	.	0.3	.	.	.	-4.8	1.6	.	3.0
